CHX counter – Cycloheximide Counterscreen for Small Molecule Inhibitors of Shiga Toxin. max response, %. 300,000 tested, 12% active. cell reporter, cycloheximide protein synthesis inhibition counterscreen. AID 2314, 2010; in the data active = max response mostly above about 13%, no sharp cut-off; inactive = mostly below about 14%; note: read at 38.3 µM for the half of the compounds with a filed dose; 0% is about no effect
Pf growth 96h – Primary qHTS for delayed death inhibitors of the malarial parasite plastid, 96 hour incubation; P. falciparum luciferase reporter growth, 96 h; Potency, µM (top dose mostly 28.7 µM), for the others: at the highest dose activity change, negative = inhibition, most hits filed as inhibitors; 320,000 tested, 6.9% active; note: potency is the fitted concentration of half-maximal effect; % is set by controls: 0 for no effect and ±100 for the full control effect
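Infected RBCs, 2% Hct / 0.05% parasitemia final; luciferase-reporter P. falciparum; cpd 96 h, 37 C, 5% CO2; luciferase detection reagent; luminescence.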
Pf growth 48h – Primary qHTS for delayed death inhibitors of the malarial parasite plastid, 48 hour incubation | 310,000 tested, 5.9% active | P. falciparum luciferase growth in erythrocytes, 48 h | AID 504832, 2011 | Potency, µM (top dose mostly 28.7 µM), for inactives: top-dose activity change, negative = inhibition, usual class: inhibitors; note: potency is the fitted concentration of half-maximal effect; % is set by controls: 0 for no effect and ±100 for the full control effect
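Luciferase-expressing parasites in RBCs, 2% Hct / 0.1% parasitemia final; RPMI 1640 + 0.5% Albumax; 37 C, 5% CO2, one generation; luminescence read-out, lower signal = inhibition.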
Shiga inhibitor – A qHTS for Small Molecule Inhibitors of Shiga Toxin; 290,000 tested, 9.2% active; inhibition, % at 38.7 µM; Vero cells, Shiga toxin protein synthesis inhibition reporter; AID 2315, 2010; in the data active = inhibition mostly above about 28%, no sharp cut-off; inactive = mostly below about 43%; note: 0% is about no effect
Tb PYK inh – qHTS of Trypanosoma Brucei Inhibitors | 410,000 tested, 0.12% active | AID 624173, 2012 | TbPYK enzyme, Kinase-Glo Plus ATP luminescence, 45 min | pyruvate kinase (Trypanosoma brucei), Q57TT1 | Potency, µM (doses to about 76.8 µM), without a hit: top-dose activity, negative = inhibition, hits mostly inhibitors; note: potency is the fitted concentration of half-maximal effect; % is set by controls: 0 for no effect and ±100 for the full control effect; nearly all actives have a fitted effect of over 50% in size
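Luminescent Kinase-Glo Plus end-point after 45 min room-temperature reaction of T. brucei pyruvate kinase started with 130 uM ADP (final). Buffer TEA 50 mM pH 7.2 with KCl, MgCl2, BSA, Tween-20; titration-based qHTS with fitted concentration-effect curves.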
AMA1-RON2 inh – qHTS for Inhibitors of AMA1-RON; Towards Development of Antimalarial Drug Lead: Primary Screen | Plasmodium falciparum AMA1 (3D7) - RON2 peptide interaction | AlphaScreen AMA1-biotinylated RON2 peptide binding | Potency, µM (titrated, usually from 58.2 µM), for the others: top-dose activity change, negative = inhibition, usual class: inhibitors | 360,000 tested, 0.2% active;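 note: potency is the fitted concentration of half-maximal effect; 0% = vehicle wells and -100% = peptide control; nearly all actives have a fitted effect of over 45% in size; some results filed as inactive show a strong effect at the top dose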
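AMA1 (3D7) with his tag at 25 nM final met compounds first, then biotinylated RON2 peptide at 25 nM; detection used donor plus acceptor beads, 10 µg/mL apiece, read by AlphaScreen after 30 min at room temperature.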
LmPK inh – qHTS Assay for Inhibitors of Leishmania Mexicana Pyruvate Kinase (LmPK); Potency, µM (series often up to 57.5 µM), without a hit: at the highest dose activity change, negative = inhibition, actives largely listed as inhibitors; 290,000 tested, 0.37% active; purified LmPK, Kinase-Glo ATP luminescence, 1 h; Q27686; note: potency is the fitted concentration of half-maximal effect; % is set by controls: 0 for no effect and ±100 for the full control effect
Target sequence (Q27686 whole entry, looked up): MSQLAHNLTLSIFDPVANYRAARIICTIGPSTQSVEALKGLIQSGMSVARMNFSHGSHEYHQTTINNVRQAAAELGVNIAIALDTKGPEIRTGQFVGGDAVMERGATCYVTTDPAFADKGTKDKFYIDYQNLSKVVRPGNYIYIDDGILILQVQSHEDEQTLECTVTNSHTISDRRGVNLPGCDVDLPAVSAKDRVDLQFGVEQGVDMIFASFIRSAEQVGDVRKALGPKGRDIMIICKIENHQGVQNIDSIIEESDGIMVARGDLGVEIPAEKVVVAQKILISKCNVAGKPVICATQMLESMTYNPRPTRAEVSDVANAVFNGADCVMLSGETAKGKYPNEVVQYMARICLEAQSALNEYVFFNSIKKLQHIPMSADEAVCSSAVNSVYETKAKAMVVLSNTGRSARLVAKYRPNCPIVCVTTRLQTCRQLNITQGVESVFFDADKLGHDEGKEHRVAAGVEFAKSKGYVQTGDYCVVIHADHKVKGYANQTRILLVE
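Kinase-Glo luminescence read after 1 h RT reaction of 0.1 nM LmPK with 0.5 mM PEP and 0.1 mM ADP. Activity scaled between uninhibited and enzyme-free controls.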
* hit, by the source's call; ? = inconclusive; . = no result given; [ ] = dose if it differs, or a comment. Unless noted, calls come from the whole dose curve; as a rule, active = well fitted curve in the direction sought with a large enough effect; inconclusive = small, poorly fitted or top-dose-only effect, or another doubt; inactive = no such curve, though single readings can be large; an effect the other way counts as inactive or inconclusive.

SMILES | CHX counter | Pf growth 96h | Pf growth 48h | Shiga inhibitor | Tb PYK inh | AMA1-RON2 inh | LmPK inh
Cc1ccccc1CNC(=O)C1CCN(c2nnc(N3CCCC3=O)s2)CC1 | -1 | 49%[activator] | 2% | -3 | 5% | 3% | 4%
Cc1c(C)c2ccc(OCC(=O)Nc3cccnc3)cc2oc1=O | 16 | -4% | 35%[activator] | 7 | -3% | -5% | 0%
C/C(=N\NC(=S)NC(C)C)c1ccc(-n2ccnc2)cc1 | -1 | . | ? | -14 | -5% | 11% | 5%
COc1ccc(CC(=O)NNC(=S)Nc2ccccc2)cc1Br | -5 | 19% | 31%[activator] | -3 | -2% | -6% | 2%
CCOC(=O)/C(C#N)=C\c1cc(C)n(-c2ccccc2)c1C | 55* | 313%[activator] | 111%[activator] | 82* | -1% | 4% | 0%
CCCSc1nc(C)c(CC(=O)O)c(=O)[nH]1 | -8 | 1% | 12% | -2 | -6% | 4% | -6%
Cc1onc(-c2ccccc2)c1C(=O)N1CCN(S(=O)(=O)c2ccc3c(c2)OCCO3)CC1 | -3 | -8% | ? | 8 | -19% | -5% | 0%
O=C(CSc1nnc(CNC(=O)c2ccco2)o1)Nc1ccc(Br)cc1 | 15 | -10% | 30%[activator] | -3 | -2% | 7% | -12%
CC(C)c1ccc(N2C(=NC(=O)C3CCCO3)SC3CS(=O)(=O)CC32)cc1 (centres undefined) | -7 | 55%[activator] | 20% | 10 | 0% | 1% | 3%
CC(C)Cn1ccc(=O)n(CC(C)C)c1=O | 4 | ? | 7% | -10 | 4% | 0% | 13%
CCNc1nc(Oc2ccc(=O)[nH]n2)nc(SC)n1 | -6 | -2% | -17% | -19 | 1% | 10% | -7%
CCOC(=O)C1(Cc2ccccc2)CCN(Cc2cnn(CC)c2)CC1 | -2 | ? | 2% | -3 | -7% | -3% | 0%
CC(C(=O)Nc1ccc(Cl)cc1Cl)N1C(=O)NC2(CCCC2)C1=O (centres undefined) | 0 | 18% | 9% | 28 | -2% | -5% | -10%
O=C(NCCCO)Nc1ccc2nc(-c3ccco3)c(-c3ccco3)nc2c1 | -2 | . | -18% | -8 | . | . | -14%
Cc1noc(C)c1COC(=O)c1cccc(S(=O)(=O)N2CCCCCC2)c1 | 1 | 22% | ? | -4 | 1% | 0% | -3%
O=C(COC(=O)c1cc[n+]([O-])cc1)Nc1ccccc1Sc1ccccc1 | 0 | -16% | 0% | 28 | -22% | 9% | 1%
CCOC(=O)CNC(=O)CN1C(=O)CC(c2ccccc2)S(=O)(=O)c2ccccc21 (centres undefined) | 3 | ? | 47%[activator] | 20 | -3% | -3% | -1%[11.5 µM]
COc1ccc(C2=NS(=O)(=O)N(C)C(C(=O)N3CCc4ccccc4C3)=C2)cc1OC | -1 | 52% | ? | 2 | -4% | -5% | -1%
Cc1ccc(Sc2ccc(S(=O)(=O)Nc3ccc(CC(=O)O)cc3)cc2)cc1C | . | -26% | ? | . | -18% | 0% | .
CCOc1ccc2[nH]c(=O)c(CN(CCCN3CCOCC3)Cc3nnnn3Cc3ccc(OC)cc3)cc2c1 | -3 | -12% | ? | -17 | 3% | -1% | 4%
O=C1NC(=S)N(c2ccccc2)C(=O)C1C(c1ccncc1)C1C(=O)NC(=S)N(c2ccccc2)C1=O (centres undefined) | 10 | ? | 1% | 21 | -7% | -10% | 1%
c1ccc2sc(N3CCN(Cc4nnnn4CC4CCCO4)CC3)nc2c1 (centres undefined) | 12 | 14% | 16% | 10 | -1% | -6% | 0%
CCN(C(=O)c1ccco1)c1nc(-c2ccc(OC)cc2)cs1 | 41* | ? | -15% | 59 | 1% | -7% | -4%
CC(=O)c1cc2c(cc1NC(=O)Nc1cccc(Cl)c1)OCCO2 | 13 | 32%[activator] | -9% | 37 | 3% | -5% | 2%
CC1CCN(CC(=O)Nc2ccc(C(=O)N3CCCCC3)cc2)CC1 | -1 | 3.3µM* | 0% | -13 | -5% | 1% | 2%

Rewritten as comma-separated lines: entries from further up.
SMILES,CHX counter,Pf growth 96h,Pf growth 48h,Shiga inhibitor,Tb PYK inh,AMA1-RON2 inh,LmPK inh
CC(C)c1ccc(N2C(=NC(=O)C3CCCO3)SC3CS(=O)(=O)CC32)cc1 (centres undefined),-7,55%[activator],20%,10,0%,1%,3%
CC(C)Cn1ccc(=O)n(CC(C)C)c1=O,4,?,7%,-10,4%,0%,13%
CCNc1nc(Oc2ccc(=O)[nH]n2)nc(SC)n1,-6,-2%,-17%,-19,1%,10%,-7%

Next entries:
SMILES | CHX counter | Pf growth 96h | Pf growth 48h | Shiga inhibitor | Tb PYK inh | AMA1-RON2 inh | LmPK inh
NS(=O)(=O)c1ccc(N=Nc2ccc(O)c3ncccc23)cc1 | 5 | ? | 2.6µM* | -9 | -12% | -86% | -3%
CC(=O)Nc1ccc2c(COC(=O)CC3Sc4ccccc4NC3=O)cc(=O)oc2c1 (centres undefined) | 18 | -6% | -13% | 32 | -3% | -27% | 1%
CCNC(=O)C(=O)NCC1CCCN1S(=O)(=O)c1cccs1 (centres undefined) | . | -2% | -26% | . | -1% | 17% | .
O=C(NCCCn1ccnc1)/C(=C/c1ccco1)NC(=O)c1cccs1 | -4 | 14% | 3% | -10 | 3% | -4% | 9%
Cc1cc(=O)oc2cc(NC(=O)c3ccc(OC(F)F)cc3)ccc12 | 21* | 56%[activator] | 56%[activator] | 43* | 3% | -5% | -2%
COc1ccc(OC)c(NC(=O)CSc2ncccc2C(=O)O)c1 | 1 | . | 10% | 25 | 1% | 0% | 7%
CCOC(=O)c1sc(-c2ccc(OC)cc2)cc1NC(C)=O | -2 | 98%[activator] | 10% | 3 | 8% | 5% | 1%
Cc1ccc(/C=N/NC(=O)c2ccc(-n3cnnn3)cc2)cc1 | . | -8% | 39%[activator] | . | 1% | 17%[11.6 µM] | .
Cc1ccc(N(CC(=O)NCC2CCCO2)C(=O)CCC(=O)Nc2cc(C)on2)cc1 (centres undefined) | -3 | -5% | 9% | -9 | -9% | -5% | -1%
C/C=C/Cn1cccc(C(=O)Nc2ccc(OC)cc2)c1=O | 22 | 105%[activator] | . | 44 | -24% | -14% | -3%
COc1ccc(C)cc1NC(=O)c1ccccc1NS(=O)(=O)c1cccc2cccnc12 | -5 | -36% | -11% | -5 | -5% | 3% | 2%
O=C(c1ccccc1)N(Cc1cccs1)C1CCS(=O)(=O)C1 (centres undefined) | -2 | 0.37µM* | 43%[activator] | -13 | -7% | 6% | 2%
O=C(c1ccc(S(=O)(=O)Cc2ccccc2F)c([N+](=O)[O-])c1)N1CCCCCC1 | 10 | ? | ? | 23 | -1% | -11% | 3%
CC1CN(C(=O)C2CC2)C(C)CN1C(=O)C1CC1 (centres undefined) | -1 | 17% | 9% | -10 | 3% | -2% | -3%
CC(C)COC(=O)N(C)c1ccc(C(O)(C(F)(F)F)C(F)(F)F)cc1 | 8 | ? | ? | 33 | 1% | -4% | 8%
O=[N+]([O-])c1ccc(CSc2nc3ccccc3o2)cc1 | 36* | ? | 106%[activator] | 121* | -11% | 9% | -1%
CC(C)(C)c1cc(CN2CCCC(O)C2)c(O)c(C(C)(C)C)c1 (centres undefined) | -2 | . | ? | -24 | -4% | -15% | 3%
COc1cccc(-c2ccc(SCC(=O)NCCc3ccccc3)nn2)c1 | 11 | 16% | 1% | 35 | 6% | 14% | -1%[11.5 µM]
OC(c1nc2ccccc2[nH]1)C(O)C(O)C(O)c1nc2ccccc2[nH]1 (centres undefined) | -2 | 30%[activator] | 8% | 19 | -7% | 23% | -3%
CCN1CNC(=S)N(CCc2ccccc2)C1 | -1 | ? | 1% | -11 | -5% | 16% | -2%
Cc1ccc(C(=O)O/N=C(\N)Cc2ccc([N+](=O)[O-])cc2)c(Cl)c1 | 9.8* | -21% | ? | 42 | -1% | 15% | 2%
O=C(NC1CCc2ccccc21)C12CN(Cc3ccccc3)CC1C(c1cccc([N+](=O)[O-])c1)=NO2 (centres undefined) | 6 | ? | 3.7µM* | 28 | 4% | -17% | 0%
CN(C)CCN1CC(C(=O)O)CC1=O (centres undefined) | -6 | -6% | -5% | -16 | -7% | 20% | 5%
Cc1ccc(Cl)cc1N1CCN(S(=O)(=O)c2cc3c(cc2C)NC(=O)CO3)CC1 | -2 | 0% | 5% | -4 | 0% | -2% | -1%
CCN1CCN(C(=O)C2=CC(c3ccc(OC)cc3)=NS(=O)(=O)N2C)CC1 | 3 | ? | 19% | 7 | -6% | 0% | 3%
Cc1ccc(NCc2ccc(O)c3ncccc23)cc1 | 16* | 16% | -17% | 18 | 1% | 14% | 11%
Cc1cc(C(=O)CN2CCCC2)c(C)n1-c1ccc(F)cc1 | 3 | ? | ? | 6 | -4% | 5% | 5%
Cc1nc(NC(=O)c2ccc(OCC(C)C)cc2)sc1Cc1ccc2c(c1)OCO2 | 19* | ? | ? | 30* | 6% | 0% | 0%
CCc1cc(=O)oc2cc(C)c(CN3CCCC3)c(O)c12 | -7 | -29% | ? | -10 | -11% | 12µM* | 2%

Quoted at random: two compounds from above, in no set order.
SMILES | CHX counter | Pf growth 96h | Pf growth 48h | Shiga inhibitor | Tb PYK inh | AMA1-RON2 inh | LmPK inh
O=[N+]([O-])c1ccc(CSc2nc3ccccc3o2)cc1 | 36* | ? | 106%[activator] | 121* | -11% | 9% | -1%
CCN1CNC(=S)N(CCc2ccccc2)C1 | -1 | ? | 1% | -11 | -5% | 16% | -2%

Seven neighbouring records already listed:
SMILES | CHX counter | Pf growth 96h | Pf growth 48h | Shiga inhibitor | Tb PYK inh | AMA1-RON2 inh | LmPK inh
CC(=O)Nc1ccc2c(COC(=O)CC3Sc4ccccc4NC3=O)cc(=O)oc2c1 (centres undefined) | 18 | -6% | -13% | 32 | -3% | -27% | 1%
CCNC(=O)C(=O)NCC1CCCN1S(=O)(=O)c1cccs1 (centres undefined) | . | -2% | -26% | . | -1% | 17% | .
O=C(NCCCn1ccnc1)/C(=C/c1ccco1)NC(=O)c1cccs1 | -4 | 14% | 3% | -10 | 3% | -4% | 9%
Cc1cc(=O)oc2cc(NC(=O)c3ccc(OC(F)F)cc3)ccc12 | 21* | 56%[activator] | 56%[activator] | 43* | 3% | -5% | -2%
COc1ccc(OC)c(NC(=O)CSc2ncccc2C(=O)O)c1 | 1 | . | 10% | 25 | 1% | 0% | 7%
CCOC(=O)c1sc(-c2ccc(OC)cc2)cc1NC(C)=O | -2 | 98%[activator] | 10% | 3 | 8% | 5% | 1%
Cc1ccc(/C=N/NC(=O)c2ccc(-n3cnnn3)cc2)cc1 | . | -8% | 39%[activator] | . | 1% | 17%[11.6 µM] | .

From PubChem
